MsrA act: activators of bovine methionine sulfoxide reductase A | purified bovine MsrA, absorbance read-out | activation, % at 10.6 µM | 360,000 compounds, 0.3% hits; in the data active means activation above about 7.5%;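 further: 0% = vehicle and 100% = reference activator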
Rin1-Abl PPI inh: blocks binding of human Rin1 to Abl; P00519+Q13671; TR-FRET Rin1/Abl binding, biochemical; inhibition, % at 7.35 µM; 360,000 compounds, 0.4% hits; AID 588664; in the data active means inhibition above about 5%, passing the limit was not always enough
PABP1 MLLE inh: inhibitors of microRNA-mediated deadenylation, human PABP1 MLLE binding. GST-MLLE / FITC-PAM2 fluorescence polarization. 360,000 compounds, 0.36% hits. inhibition, % at 20 µM; in the data active means inhibition above about 35%, passing the limit was not always enough;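 further: plate controls were DMSO wells with GST-MLLE for no effect and wells lacking GST-MLLE protein for full effect; some results filed as inactive read as strong as hits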
CSN inh: blocks human CSN-mediated cullin deneddylation. Purified CSN, SCF-Nedd8-OG deneddylation, fluorescence polarization. Q92905. inhibition, % at 12.5 µM. 360,000 compounds, 0.38% hits;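 active means pattern-corrected inhibition above about 35%, with an unprinted fluorescence ratio check between 0.5 and 1.5, limit read from the data, passing the limit was not always enough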;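 further: 0% = enzyme with substrate and 100% = substrate without enzyme; some results filed as inactive read as strong as hits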
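Assay system: Purified human Csn5 enzyme expressed in HEK293T cells | Amount: Enzyme 0.24 nM | Measured by: Fluorescence polarization readout | Medium: Tris/NaCl/DTT buffer, pH 7.5 | Compound dosing: One concentration, 12.5 µM, 0.25% DMSO | Times: 90 min incubation of compound, enzyme and substrate at room temperature | Control set: no-enzyme wells high, enzyme-with-substrate wells low | Read-out: % inhibition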
E coli Lon inh: inhibits E. coli Lon protease. 360,000 compounds, 0.42% hits. inhibition, % at 7.94 µM. purified E. coli Lon protease, fluorescence polarization. AID 602123; in the data active means inhibition above about 13%, passing the limit was not always enough;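 further: 0% = enzyme with probe and DMSO and 100% = no enzyme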
Rpn11 block: blocks the human proteasome subunit Rpn11. human 26S proteasome, Ub4-pepOG fluorescence polarization; 20S core pre-blocked with epoxomicin. calls only at 20 µM. 360,000 compounds, 0.59% hits. AID 588493;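 active means inhibition at 20 µM, scaled to each plate's controls, above about 33%, limit read from the data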
MT1-MMP act inh: MT1-MMP (human) activation inhibition; P50281; GFP/RFP ratio change, % at 20 µM; HT1080 RFP-PRO-GFP cells, GFP/RFP ratio fluorescence, overnight; percent of plate control window, DMSO zero; 360,000 compounds, 0.061% hits; AID 651647;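 active means GFP/RFP ratio change of at least 30% with cell ATP level not reduced by more than half and red fluorescence within 50% of control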; further: strong numbers were not always called active
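Assay system – RFP-PRO-GFP reporter HT1080 cells · Compound dosing – single dose of 20 µM compound, 1% DMSO final · Incubation – overnight compound exposure at 37 °C · Measure – GFP/RFP fluorescence ratio · Benchmarks – DMSO wells and RFP-L50D-GFP cells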
FAS TE block: FAS thioesterase (human) inhibition. recombinant FAS-TE, OMFH fluorogenic substrate, fluorescence endpoint. 360,000 compounds, 0.67% hits. inhibition, % at 15 µM. P49327;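 active means compounds whose normalised, plate-corrected inhibition of enzyme fluorescence in the single-dose primary screen is 50% or more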;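 further: 0% = DMSO with enzyme and 100% = substrate without enzyme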
Target sequence (P49327 whole entry, looked up): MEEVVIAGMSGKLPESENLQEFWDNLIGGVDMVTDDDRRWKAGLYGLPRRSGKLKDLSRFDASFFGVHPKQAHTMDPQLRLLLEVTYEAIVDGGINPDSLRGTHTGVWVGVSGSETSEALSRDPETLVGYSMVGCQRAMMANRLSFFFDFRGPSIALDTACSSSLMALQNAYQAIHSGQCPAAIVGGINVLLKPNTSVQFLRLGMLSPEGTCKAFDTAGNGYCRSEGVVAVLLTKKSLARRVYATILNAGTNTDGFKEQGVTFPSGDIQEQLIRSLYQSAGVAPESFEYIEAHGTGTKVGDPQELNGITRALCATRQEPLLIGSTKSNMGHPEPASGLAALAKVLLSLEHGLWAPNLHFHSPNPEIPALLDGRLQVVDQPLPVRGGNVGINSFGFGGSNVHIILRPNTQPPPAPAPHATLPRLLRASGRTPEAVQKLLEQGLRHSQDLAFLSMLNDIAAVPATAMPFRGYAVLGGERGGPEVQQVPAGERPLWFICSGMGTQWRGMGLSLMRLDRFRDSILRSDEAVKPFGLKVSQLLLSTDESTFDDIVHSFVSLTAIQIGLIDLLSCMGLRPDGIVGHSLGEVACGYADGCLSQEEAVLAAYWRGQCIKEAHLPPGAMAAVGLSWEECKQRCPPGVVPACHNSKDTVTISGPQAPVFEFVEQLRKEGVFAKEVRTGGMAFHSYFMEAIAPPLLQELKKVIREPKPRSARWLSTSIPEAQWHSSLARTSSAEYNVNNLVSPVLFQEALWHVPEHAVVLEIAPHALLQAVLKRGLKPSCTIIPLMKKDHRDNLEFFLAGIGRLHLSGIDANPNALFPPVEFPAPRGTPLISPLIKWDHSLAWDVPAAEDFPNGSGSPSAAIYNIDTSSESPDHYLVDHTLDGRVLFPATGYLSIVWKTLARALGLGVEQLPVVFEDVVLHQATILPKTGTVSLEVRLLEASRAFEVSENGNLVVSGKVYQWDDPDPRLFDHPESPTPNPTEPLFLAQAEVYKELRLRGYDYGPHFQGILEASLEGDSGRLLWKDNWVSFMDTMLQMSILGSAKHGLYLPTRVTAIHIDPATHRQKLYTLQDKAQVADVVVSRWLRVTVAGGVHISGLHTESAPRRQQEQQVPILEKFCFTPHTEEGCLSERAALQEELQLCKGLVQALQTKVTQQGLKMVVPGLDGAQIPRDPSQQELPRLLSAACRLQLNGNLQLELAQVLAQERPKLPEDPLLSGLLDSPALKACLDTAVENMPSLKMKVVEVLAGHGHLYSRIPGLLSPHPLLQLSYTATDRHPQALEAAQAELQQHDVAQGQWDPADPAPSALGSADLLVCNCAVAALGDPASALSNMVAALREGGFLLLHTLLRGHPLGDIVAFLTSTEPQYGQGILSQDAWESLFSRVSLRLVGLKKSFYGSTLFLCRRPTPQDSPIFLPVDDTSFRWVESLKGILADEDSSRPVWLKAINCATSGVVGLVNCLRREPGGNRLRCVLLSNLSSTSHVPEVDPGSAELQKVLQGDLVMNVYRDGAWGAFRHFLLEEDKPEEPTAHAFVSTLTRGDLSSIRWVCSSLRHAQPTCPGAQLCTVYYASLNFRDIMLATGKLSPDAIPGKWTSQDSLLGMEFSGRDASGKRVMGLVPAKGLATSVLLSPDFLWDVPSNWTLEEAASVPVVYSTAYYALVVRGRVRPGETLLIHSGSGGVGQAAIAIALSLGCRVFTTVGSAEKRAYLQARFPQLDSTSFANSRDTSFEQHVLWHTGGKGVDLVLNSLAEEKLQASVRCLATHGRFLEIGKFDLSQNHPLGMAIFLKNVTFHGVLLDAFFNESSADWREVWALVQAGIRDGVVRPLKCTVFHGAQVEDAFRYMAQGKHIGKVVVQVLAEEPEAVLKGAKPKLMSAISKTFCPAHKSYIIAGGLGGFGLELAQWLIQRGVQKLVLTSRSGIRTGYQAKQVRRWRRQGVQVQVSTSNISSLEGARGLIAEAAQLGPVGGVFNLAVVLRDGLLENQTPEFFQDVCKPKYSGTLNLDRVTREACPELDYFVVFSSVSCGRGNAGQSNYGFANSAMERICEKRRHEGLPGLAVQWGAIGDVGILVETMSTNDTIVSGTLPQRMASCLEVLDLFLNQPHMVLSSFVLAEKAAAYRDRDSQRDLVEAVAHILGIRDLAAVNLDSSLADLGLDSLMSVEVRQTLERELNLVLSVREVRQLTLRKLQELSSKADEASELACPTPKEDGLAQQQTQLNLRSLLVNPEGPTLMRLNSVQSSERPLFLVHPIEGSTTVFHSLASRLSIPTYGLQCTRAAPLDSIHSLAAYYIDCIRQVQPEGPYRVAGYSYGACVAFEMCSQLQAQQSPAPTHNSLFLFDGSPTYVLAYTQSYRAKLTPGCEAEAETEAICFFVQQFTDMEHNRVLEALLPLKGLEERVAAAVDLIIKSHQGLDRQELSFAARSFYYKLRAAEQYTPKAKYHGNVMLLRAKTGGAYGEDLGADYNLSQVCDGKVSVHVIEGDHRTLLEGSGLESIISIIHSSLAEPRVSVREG
MsrA inhibitor: inhibits bovine methionine sulfoxide reductase A; purified bovine MsrA, absorbance read-out; inhibition, % at 15.5 µM; 360,000 compounds, 0.75% hits; AID 651718; in the data active means inhibition above about 4.5%;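 further: 0% = vehicle wells with enzyme and 100% = reference inhibitor wells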
The depositor's hits bear a star; i = inactive; . = no result given; + = active, no number.

SMILES | MsrA act | Rin1-Abl PPI inh | PABP1 MLLE inh | CSN inh | E coli Lon inh | Rpn11 block | MT1-MMP act inh | FAS TE block | MsrA inhibitor
Cc1c(/C=N/NC(=O)CNc2ccccc2)c2ccccn2c1C(=O)c1ccncc1 | -1 | 0 | 0 | 1 | -19 | i | -3 | -13 | -0.1
CC(Sc1nc(=O)cc(N)n1CCc1ccccc1)C(=O)NCc1ccccc1 (stereo not given) | -6 | 0 | 11 | -4 | 3 | i | -3 | -4 | 0.5
CCOC(=O)c1nnn(-c2nonc2N)c1CS(=O)(=O)c1ccccc1 | -8 | -2 | 3 | -9 | -3 | i | -2 | -3 | 0.0
COc1cccc2cc(C(=O)N3CCN(c4ncccn4)CC3)c(=O)oc12 | -13 | 1 | 11 | 1 | -1 | i | 1 | -9 | 0.3
O=C(CCn1c(=S)[nH]c2cc3c(cc2c1=O)OCO3)NCCc1ccccc1Cl | -7 | 0 | -81 | -6 | -5 | i | 1 | -4 | 3.9
CCCCS(=O)(=O)NC1=NCN(CCO)CN1 | -1 | -4 | -7 | 6 | 1 | i | 5 | -6 | 0.5
N/C(=N\OC(=O)COc1ccc([N+](=O)[O-])cc1)c1ccncc1 | -7 | 4 | 2 | 0 | -3 | i | -1 | -4 | 1.4
CCOc1ccc(S(=O)(=O)N2CCOCC2)cc1NC(=O)c1ccccc1F | -3 | -2 | 5 | -2 | 4 | i | -2 | 6 | 0.5
O=C(Cc1ccc(Cl)cc1)N/N=C/c1ccccc1 | -5 | 3 | -3 | -1 | -4 | i | 1 | -6 | -1.6
O=C(CCC1CCN(C(=O)c2cccc(Cl)c2F)CC1)Nc1ccccc1 | -5 | 1 | -1 | -2 | -2 | i | 2 | 0 | -0.7
COc1ccc(-c2ccc3c(c2)c(Sc2ccccc2)c(-c2ccccc2)n3C)cn1 | -6 | . | . | -5 | -2 | . | -1 | 25 | 0.8
Cc1noc(C)c1S(=O)(=O)N(CC(=O)Nc1ccc2c(c1)OCCO2)c1ccc(C(C)C)cc1 | -2 | 0 | 13 | 2 | -2 | i | -11 | 34 | 0.6
Cc1ccc(C(=O)CC2(O)C(=O)N(C)c3ccccc32)o1 (stereo not given) | -1 | 0 | 26 | 9 | -5 | i | 1 | -5 | 0.0
Clc1ccc(-n2nnc(-c3ncc[nH]3)n2)cc1Cl | -2 | 0 | -4 | 4 | -12 | i | 3 | -4 | 2.1
O=[N+]([O-])c1cccc(S(=O)(=O)Nc2ccc(Cc3ccncc3)cc2)c1 | 0 | -3 | -3 | -1 | 5 | i | 12 | 14 | -0.1
O=S1(=O)CC(N2CCN(CCO)CC2)CN1Cc1cn(Cc2ccccc2C(F)(F)F)nn1 (stereo not given) | -3 | 5 | 2 | 0 | -2 | i | 3 | -17 | -0.1
O=c1c2c3c(sc2nc2n1CCC2)CCC3 | 3 | 3 | 10 | -4 | 4 | i | 7 | -9 | -0.2
O=C(CSc1ncnc2sccc12)Nc1ccccc1F | -4 | 2 | -8 | 3 | -3 | i | 0 | 7 | -0.5
O=C(COC(=O)CNC(=O)c1ccc2c(c1)OCO2)Nc1ncc(Cl)cc1Cl | 5 | 1 | 13 | -5 | -6 | i | 1 | 1 | -0.9
Cc1c(C(=O)Nc2nnc(C3CC3)s2)oc2ccccc12 | -1 | -1 | -16 | 1 | -2 | i | -1 | -1 | 1.1
COCCCn1c(SCC(=O)NC2CCCCC2)nc2ccccc2c1=O | -2 | 2 | 14 | 1 | -2 | i | 5 | -1 | 1.4
COc1ccc(CNC(=O)c2noc3c2CCCCC3)cc1 | -3 | 4 | 0 | 3 | 1 | i | 1 | -2 | 0.2
CC(C)=C[C@H]1C[C@H](C)[C@H]2CC[C@H](C)c3c(O[C@@H]4OC[C@@H](O)[C@H](O)C4O)c(O)c(C)c1c32 (stereo not given in full) | 0 | -1 | -4 | -2 | 3 | i | 5 | 17 | 0.3
COC(=O)C1=C(CN2CCSCC2)NC(=O)NC1c1cc(C)ccc1C (stereo not given) | -3 | 2 | 5 | -8 | -6 | i | 1 | -3 | -0.2
O=C(O)c1ccccc1SCCS(=O)(=O)c1ccc(Cl)cc1Cl | -2 | 1 | 16 | -4 | -2 | i | 3 | -4 | .

Three structures from above, ordered by heavy-atom count, falling:
SMILES | MsrA act | Rin1-Abl PPI inh | PABP1 MLLE inh | CSN inh | E coli Lon inh | Rpn11 block | MT1-MMP act inh | FAS TE block | MsrA inhibitor
COc1ccc(-c2ccc3c(c2)c(Sc2ccccc2)c(-c2ccccc2)n3C)cn1 | -6 | . | . | -5 | -2 | . | -1 | 25 | 0.8
O=C(CSc1ncnc2sccc12)Nc1ccccc1F | -4 | 2 | -8 | 3 | -3 | i | 0 | 7 | -0.5
Clc1ccc(-n2nnc(-c3ncc[nH]3)n2)cc1Cl | -2 | 0 | -4 | 4 | -12 | i | 3 | -4 | 2.1

Further results.
SMILES | MsrA act | Rin1-Abl PPI inh | PABP1 MLLE inh | CSN inh | E coli Lon inh | Rpn11 block | MT1-MMP act inh | FAS TE block | MsrA inhibitor
COc1cc(/C=N/NC(N)=O)ccc1OCC(=O)N1C(C)CCCC1C (stereo not given) | -4 | -3 | -3 | 2 | 5 | i | -1 | -6 | 1.2
N#Cc1cc(-c2ccccc2)cnc1Sc1ccc(Cl)cc1 | -3 | -9 | 1 | 2 | -9 | i | 0 | 37 | 0.1
Nc1ccc2c(c1)C(=O)c1ccc(N)cc1-2 | -5 | -17 | 13 | -3 | 2 | i | 9 | -2 | 1.0
COc1cc(CNc2ccc(N3CCOCC3)cc2)cc(Br)c1OC | -6 | 6 | 5 | 6 | 0 | i | 12 | -2 | 1.2
C=CCNC(=O)CN1C(=O)C2C3c4ccccc4C(c4ccccc43)C2C1=O (stereo not given) | -2 | 4 | 4 | 6 | 6 | i | -2 | -4 | 1.9
O=C(/C=C/c1ccccc1Cl)N1CCCN(C(=O)/C=C/c2ccccc2Cl)CC1 | -11 | -3 | -1 | -8 | -8 | i | 5 | 11 | 0.2
CC1CC(C)CN(C2CCN(Cc3cccnc3)CC2)C1 (stereo not given) | -4 | -2 | -6 | 2 | 5 | i | 1 | -12 | -2.2
COc1ccc(OC)c(CCNC(=O)CN2C(=O)CCSc3ccccc32)c1 | -2 | -1 | 4 | -3 | 3 | i | 0 | -4 | -1.2
Nc1ncc2[nH]c(N)nc2n1 | -2 | 3 | 7 | 0 | -3 | i | 2 | -7 | -0.2
COc1ccc(NC(=O)c2cc(C3CCCCN3C(=O)c3cc(F)ccc3C)on2)c(C)c1 (stereo not given) | -6 | -5 | -14 | -3 | 5 | i | -4 | 6 | -0.5
CCCCOc1ccc2c(c1)/C(=C(\C(Cl)=C(Cl)Cl)[N+](=O)[O-])N2 | -2 | 0 | -18 | 7 | 1 | + | -19 | -5 | 1.7
O=C(O)c1ccc(N2CC3CC(C2)c2cccc(=O)n2C3)c(NS(=O)(=O)c2cccc(C(F)(F)F)c2)c1 (stereo not given) | 0 | 5 | 4 | 4 | 4 | i | 3 | -1 | 0.3
O=C(N/N=C/c1ccccc1F)c1ccccc1OCc1ccccc1 | -2 | -2 | 18 | 1 | 2 | i | -3 | 19 | 1.1
CCN1C(=O)c2cccc3c(S(=O)(=O)NCCCN4CCOCC4)ccc1c23 | -4 | -5 | 14 | 3 | -2 | i | 6 | -6 | 0.1
CC(=O)c1cccc(NC(=O)CSc2nnc(-c3ccncc3)o2)c1 | 1 | 1 | -6 | 0 | 2 | i | -3 | -4 | -1.0
C=CCOC(=O)C1=C[C@@H](c2coc3ccccc3c2=O)C[C@@H](OCCCCO)O1 | -9 | -2 | -1 | 0 | -3 | i | -6 | -6 | -0.5
C=C[C@H]1C(C(=O)OCC)=CC[C@@H](c2ccccc2)N1S(=O)(=O)c1ccc(C)cc1 | 0 | 3 | 3 | 5 | 1 | i | -11 | 23 | 2.2
CCN1CCN(C(=O)C(=O)c2cn(CC(=O)N3CCCCCC3)c3ccccc23)CC1 | -1 | -2 | 13 | 1 | -7 | i | -1 | -6 | 1.0
CCC(NS(=O)(=O)c1ccc(C)cc1)C(=O)N1CCOCCOCCOCCOCC1 (stereo not given) | -2 | -1 | -10 | 1 | -3 | i | 0 | -10 | 0.9
O=C(c1ccco1)N1N=C(c2ccc(Cl)cc2)CC1(O)C(F)(F)F (stereo not given) | -1 | -1 | 10 | -8 | -19 | i | 4 | 7 | 0.7
C=CCN1C(=O)C(CC(=O)NCC)SC1=Nc1ccccc1OC (stereo not given) | 0 | -5 | 3 | -3 | -2 | i | 0 | -8 | -0.5
CN1/C(=C/C(=O)C2CC2)C(C)(C)c2ccccc21 | -2 | 1 | 18 | -3 | 3 | i | 6 | 4 | 5.8*
Oc1ccc(/C=N/Nc2nc(-c3cccnc3)nc3ccccc23)c(O)c1 | -4 | -1 | -84 | 9 | -22 | . | -22 | -3 | 0.4
COc1ccc(-c2ccc(C(=O)NCc3ccncc3)c3occc23)c(C)c1 | 7 | -3 | 2 | -4 | 5 | i | 4 | -6 | -0.3
CC1Cc2nc(SCC(=O)Nc3ccccc3F)n(C)c(=O)c2S1 (stereo not given) | -5 | 1 | -1 | -1 | -15 | i | 4 | 0 | 1.1

Just CSN inh and Rin1-Abl PPI inh (2 entries from above):
Molecule	CSN inh	Rin1-Abl PPI inh
COc1cc(CNc2ccc(N3CCOCC3)cc2)cc(Br)c1OC	6	6
C=CCN1C(=O)C(CC(=O)NCC)SC1=Nc1ccccc1OC (stereo not given)	-3	-5

Next part.
SMILES | MsrA act | Rin1-Abl PPI inh | PABP1 MLLE inh | CSN inh | E coli Lon inh | Rpn11 block | MT1-MMP act inh | FAS TE block | MsrA inhibitor
Cc1ccc(-c2c[n+](CC(=O)c3cccs3)c3n2CCC3)cc1 | -1 | 1 | -13 | 2 | -15 | i | -7 | -8 | -0.2
COc1ccc(/C=C/C(=O)OCC(=O)Nc2ncc(Cl)cc2Cl)cc1 | -2 | -2 | -1 | 4 | 6 | i | 2 | -6 | -0.6
CCOC(=O)c1c(NC(=O)c2nn(CC)cc2Br)c(C#N)nn1-c1ccccc1 | -2 | 2 | -7 | 2 | -9 | i | -3 | 24 | -0.1
CCN(CC(=O)Nc1ccccc1OC)Cc1csc(CC(=O)Nc2ccc(C)cc2)n1 | 2 | -1 | -9 | 0 | -4 | i | 7 | 4 | -0.3
COCCOC(=O)C1=C(C)N=C2SCCC(=O)N2C1c1ccc(OC(=O)c2ccco2)cc1 (stereo not given) | -1 | 2 | -33 | 1 | -4 | i | 1 | 3 | 1.9
O=C(Nc1ccccc1C(=O)O)c1cccc(NC(=O)c2ccco2)c1 | -2 | -2 | 5 | 0 | 1 | i | 1 | -3 | 1.7
O=C(C(=Cc1ccccc1)CN1CCCCC1)c1ccccc1 | -3 | -2 | 1 | 37 | -2 | i | 3 | -4 | -0.3
CC(C)N1C/C(=C/c2cccnc2)C(=O)/C(=C/c2cccnc2)C1 | 4 | 5 | 2 | 3 | -8 | i | -5 | -13 | -0.4
COc1ccc(-c2cnc(N)nc2-c2ccc(OC)cc2O)cc1 | -5 | -2 | -11 | -2 | 7 | i | -18 | 3 | 0.5
CC[C@]1(c2ccccc2)C(=O)N(C(=O)OC)N1C(=O)OC | -9 | -1 | 12 | 1 | 0 | i | -1 | 33 | -0.2
O=P1(Nn2cnnc2)C=C(c2ccccc2)OC(c2ccccc2)=C1 | 0 | 0 | -9 | 0 | -1 | i | 0 | -5 | 1.6
CC(=O)n1cc([C@H]2C=C(C(=O)O)O[C@@H](OCCCCO)C2)c2ccccc21 | 1 | 5 | 0 | 1 | -5 | i | 1 | -9 | -0.3

Screening data as filed in PubChem.
